# Screening data as filed in PubChem.
# DNMT1 block: human DNMT1 methyltransferase inhibitors, primary screen, biochemical, molecular beacon, fluorescence, HinP1I cleavage, uHTS. DNA (cytosine-5)-methyltransferase 1 (Homo sapiens), P26358. inhibition (reported as % activation of signal), % at 10 µM. 360,000 tested, 0.83% active. AID 588458, 2011; in the data active = inhibition above about 50%
# NadD inh: inhibitors of S. aureus NadD, primary screen, biochemical, colorimetric, uHTS | inhibition, % at 20 µM | 360,000 tested, 0.78% active | purified NadD enzyme, colorimetric absorbance read-out | Nicotinate-nucleotide adenylyltransferase NadD (Staphylococcus aureus N315); in the data active = inhibition above about 26%; note: some compounds past the cut are filed as inactive
# CSN inh: inhibitors of CSN-mediated cullin deneddylation, primary screen, biochemical, fluorescence polarization, uHTS | COP9 signalosome complex subunit 5 (Homo sapiens), Q92905 | Purified CSN, SCF-Nedd8-OG deneddylation | inhibition, % at 12.5 µM | 360,000 tested, 0.38% active;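 active = pattern-corrected inhibition above about 35%, with an unprinted fluorescence ratio check between 0.5 and 1.5, limit read from the data, passing the limit was not always enough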;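 note: 0% = enzyme with substrate and 100% = substrate without enzyme; some results filed as inactive read as strong as hits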
# Target sequence (Q92905 whole entry, looked up, one chain of several): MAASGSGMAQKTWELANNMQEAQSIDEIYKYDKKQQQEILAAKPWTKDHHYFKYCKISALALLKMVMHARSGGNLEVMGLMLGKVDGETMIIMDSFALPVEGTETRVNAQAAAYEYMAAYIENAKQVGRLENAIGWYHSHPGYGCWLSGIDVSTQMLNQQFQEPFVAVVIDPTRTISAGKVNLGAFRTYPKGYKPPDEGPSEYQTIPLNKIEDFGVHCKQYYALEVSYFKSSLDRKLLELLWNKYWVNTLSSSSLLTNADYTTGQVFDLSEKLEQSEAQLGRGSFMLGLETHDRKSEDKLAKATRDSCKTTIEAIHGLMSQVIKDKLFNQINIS
#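 Assay system: purified human Csn5 enzyme expressed in HEK293T cells; Input: 0.24 nM Csn5 enzyme, final concentration; Reagent: 10 nM SCFSkp2-Nedd8OG; Compound dosing: 12.5 µM single point; Times: reaction 90 min, room temperature; Technique: fluorescence polarization readout.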
# SUMO1-SIM PPI: modulators of SUMO1 protein-protein interactions, primary screen, biochemical, uHTS; Small ubiquitin-related modifier 1 (Homo sapiens), P63165; SUMO1 binding to a labelled peptide, TR-FRET, 1 h; inhibition, % at 20 µM; 360,000 tested, 0.33% active; AID 602429, 2012; in the data active = inhibition above about 37%
# Neddyl block: inhibitors of cullin neddylation, primary screen, biochemical, TR-FRET, uHTS, NAE and Ubc12. NEDD8-conjugating enzyme Ubc12 (Homo sapiens) + NEDD8-activating enzyme E1 regulatory …. 360,000 tested, 0.58% active. calls only at 25 µM; in the data active = inhibition above about 36%
# Scp-1 inhibitor: Scp-1 phosphatase inhibitors, primary screen, biochemical, colorimetric, uHTS | Carboxy-terminal domain RNA polymerase II polypeptide A small phosphatase 1 (Homo … | Recombinant Scp1, phosphopeptide, malachite green phosphate absorbance | inhibition, % at 20 µM | 340,000 tested, 0.88% active | AID 493091, 2011;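 active = inhibition above about 50% at 20 µM, limit read from the data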;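 note: plate controls were DMSO wells with enzyme for no effect and wells lacking enzyme for full effect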
# Target sequence (Q9GZU7 76-261 limits assumed): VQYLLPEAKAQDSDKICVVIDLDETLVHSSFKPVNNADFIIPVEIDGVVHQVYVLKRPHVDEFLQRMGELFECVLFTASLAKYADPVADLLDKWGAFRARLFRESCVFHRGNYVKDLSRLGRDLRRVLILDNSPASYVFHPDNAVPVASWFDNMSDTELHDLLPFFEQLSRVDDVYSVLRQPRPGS
#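 Material – SCP-1 phosphatase catalytic domain, residues 76-261 · Buffer or medium – Acidic Tris acetate buffer with magnesium and detergent · Also added – Phospho 17-mer peptide substrate · Compound – single 20 µM dose, 1% DMSO · Times – 45 min room-temperature reaction, 5 min colour, 30 min stabiliser · Technique – Phosphate-binding colour reagent, absorbance read at 630 nm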
# Rin1-Abl PPI inh: inhibitors of Rin1-Abl protein binding, primary screen, biochemical, TR-FRET. 360,000 tested, 0.4% active. Tyrosine-protein kinase ABL1 (Homo sapiens) + Ras and Rab interactor 1 (Homo sapiens), …. inhibition, % at 7.35 µM; in the data active = inhibition above about 5%, passing the limit was not always enough
# STEP inh: STEP phosphatase inhibitors, primary screen, biochemical, fluorescence intensity, uHTS. Tyrosine-protein phosphatase non-receptor type 5 (Homo sapiens), P54829. recombinant STEP, OMFP fluorogenic substrate. inhibition, % at 20 µM. 360,000 tested, 0.25% active;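 active = inhibition at 20 µM, scaled per plate between control wells, above about 37%, limit read from the data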;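 note: 0% = DMSO with enzyme and substrate and 100% = substrate only without enzyme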
# Target sequence (P54829 whole entry, looked up): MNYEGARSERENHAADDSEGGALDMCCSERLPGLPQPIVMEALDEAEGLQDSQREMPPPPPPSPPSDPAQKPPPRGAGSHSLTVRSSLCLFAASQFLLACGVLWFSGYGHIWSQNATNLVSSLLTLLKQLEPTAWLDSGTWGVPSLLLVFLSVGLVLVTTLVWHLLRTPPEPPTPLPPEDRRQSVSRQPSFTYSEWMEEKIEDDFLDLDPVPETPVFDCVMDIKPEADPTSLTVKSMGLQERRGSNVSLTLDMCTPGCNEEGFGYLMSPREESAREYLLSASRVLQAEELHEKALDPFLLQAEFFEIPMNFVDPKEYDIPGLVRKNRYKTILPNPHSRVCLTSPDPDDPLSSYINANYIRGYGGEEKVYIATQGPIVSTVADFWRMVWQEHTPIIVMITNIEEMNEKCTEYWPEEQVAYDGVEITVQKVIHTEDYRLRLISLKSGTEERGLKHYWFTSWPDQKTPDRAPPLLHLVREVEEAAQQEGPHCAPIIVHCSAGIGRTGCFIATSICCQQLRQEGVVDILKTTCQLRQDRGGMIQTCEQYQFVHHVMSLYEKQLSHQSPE
#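 material = STEP tyrosine phosphatase | reagent = fluorogenic phosphatase substrate OMFP at 25 µM final | doses = single compound dose of 20 µM, 1% DMSO final | schedule = 20 min reaction, room temperature, in the dark | measured by = fluorescence, 480/540 nm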
# LMPTP block: LMPTP phosphatase inhibitors, primary screen, biochemical, fluorescence intensity, uHTS; Low molecular weight phosphotyrosine protein phosphatase (Homo sapiens), P24666; recombinant LMPTP-A, OMFP fluorogenic substrate; inhibition, % at 20 µM; 360,000 tested, 0.22% active; AID 651560, 2012;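 active = compounds that cut the enzyme signal by at least half of the control window in the single-dose screen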;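 note: plate controls were DMSO wells with enzyme plus substrate for no effect and substrate without enzyme for full effect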
#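 Test system: LMPTP-A phosphatase enzyme; input: 0.625 nM LMPTP-A final; reagent: OMFP substrate, 400 µM final; compound dosing: 20 µM single dose, 3% DMSO; incubation: 50 min dark incubation at room temperature; measured by: endpoint fluorescence intensity from OMFP dephosphorylation; measure: % inhibition relative to no-enzyme and uninhibited control wells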
# Rpn11 inh: Rpn11 (PSMD14) deubiquitinase inhibitors, primary screen, biochemical, fluorescence polarization, uHTS; 26S proteasome non-ATPase regulatory subunit 14 (Homo sapiens), O00487; human 26S proteasome, Ub4-pepOG fluorescence polarization; 20S core pre-blocked with epoxomicin; calls only at 20 µM; 360,000 tested, 0.59% active;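 active = inhibition at 20 µM, scaled to each plate's controls, above about 33%, limit read from the data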
# Active calls of the source: *; i = inactive; / = not tested or not shown; + = active, no number.
# Value order – DNMT1 block	NadD inh	CSN inh	SUMO1-SIM PPI	Neddyl block	Scp-1 inhibitor	Rin1-Abl PPI inh	STEP inh	LMPTP block	Rpn11 inh
1. COc1cccc(NC(=O)C2(C)CCN2C(=O)Cc2ccc(-c3ccccc3)cc2)c1 (centres undefined)
 : -16	-5	7	8	i	/	1	-1	3.7	i
2. COc1ccc(OC)c(S(=O)(=O)NC(N)=NCCc2ccccc2)c1
 : 1	2	-3	2	i	-1	-2	0	-1.5	i
3. O=C(c1ccc(Cl)c(S(=O)(=O)N2CCCC2)c1)N1CCN(c2ccccc2)CC1
 : 0	-8	-1	-2	i	-7	-1	2	1.4	i
4. COc1ccc(NC(=O)Cc2ccc(-c3ccccc3)cc2)cn1
 : -9	-2	3	-1	i	-7	0	-1	-1.1	i
5. COc1ccccc1C(=O)NC(=O)CSc1nnc2ccccn12
 : 1	0	1	-4	+	-5	0	0	-0.3	i
6. CC(C)(C)OC(=O)C(Cl)(C(=O)OC(C)(C)C)c1ccc2nnnn2n1
 : 2	-1	0	4	i	1	1	1	-1.5	i
7. O=C1NC2(CCCCC2)C(=O)N1Cc1ccc([N+](=O)[O-])cc1
 : 1	-2	-4	0	i	-8	0	5	0.7	i
8. Cc1ccc(N2CC(C(=O)OCC(=O)Nc3ccccc3C)CC2=O)cc1 (centres undefined)
 : 1	-2	-2	-2	i	-10	3	-2	0.8	i
9. CCn1c2ccccc2c2cc(C3C(C#N)=C(C)NC(C)=C3C#N)ccc21
 : -6	14	3	-3	i	-13	-1	1	3.5	i
10. Cc1ccc(C23OC(=O)C(C)(C)C2OC(=O)C3(C)C)cc1 (centres undefined)
 : -1	3	1	2	i	3	3	-1	0.0	i
11. Cc1ccc(OCC(=O)Nc2nnc(S(=O)(=O)N3CCCCCC3)s2)cc1C
 : 8	2	0	8	i	-9	0	1	-0.3	i
12. CC1CCN(C(=O)COC(=O)CCc2c[nH]c3ccccc23)CC1
 : 0	-5	-4	2	i	-8	1	0	-1.5	i
13. CC1(C)CC(=O)C2=C(C1)OC(N)=C(C#N)C21CCN(C(=O)OCc2ccccc2)CC1
 : -1	-3	1	0	i	-8	-3	3	-1.3	i
14. NC(=O)C1CCN(C(=O)/C=C/c2cccc(Br)c2)CC1
 : 0	-7	-2	-5	i	4	-3	-1	1.5	i
15. Cc1cc(S(=O)(=O)N2CCCC2)ccc1OCC(=O)NC1CCCC1
 : 4	2	-4	1	i	3	2	2	0.1	i
16. CC1(Oc2cnc(Cl)c3ccccc23)CCN(Cc2ccc(-c3ccccn3)cc2)C1 (centres undefined)
 : -13	-1	-1	-6	i	/	-1	-2	-0.2	i
17. CS(=O)(=O)N(Cc1ccco1)CC(O)Cn1c2ccccc2c2ccccc21 (centres undefined)
 : -12	1	-3	-2	i	-13	3	-1	1.0	i
18. Cc1ccc(S(=O)(=O)N(C)CCCC(=O)NCc2ccc3c(c2)OCO3)cc1
 : 1	-3	0	-2	i	-7	0	-1	-1.2	i
19. Cc1nc2ccc(-n3ccc(=O)cc3)cc2s1
 : -1	-1	5	-3	i	-6	1	0	-2.9	i
20. O=C(CCCN1C(=O)/C(=C/c2cccs2)SC1=S)Nc1cccnc1
 : 0	5	-4	-11	i	7	4	2	2.4	i
21. CC(Oc1ccc2c(c1)oc(=O)c1ccccc12)C(=O)NCCCN1CCOCC1 (centres undefined)
 : 4	1	2	3	/	-8	-3	0	2.7	i
22. CCOc1ccccc1N1CCN(S(=O)(=O)c2cccc3nsnc23)CC1
 : 3	-4	4	-9	i	4	-1	-6	0.7	i
23. Cc1cccc(NC(=O)CSCC(=O)N(C)Cc2ccc3c(c2)OCCO3)c1
 : 1	-9	33	2	i	-6	-1	2	-1.0	i
24. Cc1ccc(CNC(=O)c2ccc(N3CCC4(CC3)CC(c3cccc(Br)c3)=NO4)c(NC(=O)c3cccc(C)c3)c2)cc1
 : -1	36*	11	4	i	0	1	5	4.9	+
25. COC(=O)[C@]12CCCCC=C1N(Cc1ccc(Cl)cc1Cl)C(=O)[C@H](CC(=O)N1CCCCC1)C2
 : /	6	-1	0	i	/	/	/	2.8	/
26. CN(C)c1ccc(C(=O)OCc2ccc(Br)cc2)cc1
 : -6	2	2	19	/	-15	-4	4	2.7	i
27. COC(=O)c1ccccc1NC(=O)NCc1ccccn1
 : 2	-3	-1	3	i	-7	1	-1	-2.0	i
28. Cc1ccc(-c2nc3c(C)cc(Br)cn3c2Cc2ccsc2)cc1
 : -2	7	2	12	i	/	3	-2	0.6	i
29. CCOc1ccc(CCNC(=O)C2CCCN(S(C)(=O)=O)C2)cc1OCC (centres undefined)
 : 0	1	-2	7	i	-8	1	0	0.3	i
30. CC(C)CC1NC(C(=O)O)Cc2c1[nH]c1ccccc21 (centres undefined)
 : 8	0	-1	-2	/	0	-2	-2	-0.8	i

# Printed as active in Rpn11 inh, among the entries above:
# Value order – DNMT1 block	NadD inh	CSN inh	SUMO1-SIM PPI	Neddyl block	Scp-1 inhibitor	Rin1-Abl PPI inh	STEP inh	LMPTP block	Rpn11 inh
24. Cc1ccc(CNC(=O)c2ccc(N3CCC4(CC3)CC(c3cccc(Br)c3)=NO4)c(NC(=O)c3cccc(C)c3)c2)cc1
 : -1	36*	11	4	i	0	1	5	4.9	+

# (list continues)
# Value order – DNMT1 block	NadD inh	CSN inh	SUMO1-SIM PPI	Neddyl block	Scp-1 inhibitor	Rin1-Abl PPI inh	STEP inh	LMPTP block	Rpn11 inh
31. CCCC(=O)N1CCN(c2ccc(NC(=O)c3ccc([N+](=O)[O-])o3)cc2Cl)CC1
 : -2	-5	2	-34	i	-11	-9	1	-0.9	i
32. CCOC(=O)CCc1c(C)nc(-n2[nH]c(C)c(CCO)c2=O)[nH]c1=O
 : 2	0	-1	1	i	-9	6	0	-2.0	i
33. COc1ccccc1CNC(=O)CCS(=O)(=O)c1cccc2nonc12
 : 4	-4	3	-26	i	-1	2	4	-0.8	i
34. CC1(C)CC(NC(=O)c2ccc(Br)o2)CC(C)(C)N1
 : 1	7	-7	-2	i	-4	4	-1	-1.2	i
35. O=C(NC1CCN(Cc2ccccc2)CC1)C1CCN(S(=O)(=O)c2cccc([N+](=O)[O-])c2)CC1
 : 7	-6	3	-24	i	-2	5	-3	-0.1	i
36. C[C@H](CO)N1C[C@H](C)[C@@H](CN(C)Cc2ccncc2)Oc2c(NS(=O)(=O)c3ccccc3)cccc2C1=O
 : -1	6	4	-3	i	-8	2	0	-0.3	i
37. O=S(CC(O)COCc1ccc(Cl)cc1)c1ccccn1 (centres undefined)
 : -5	-6	2	-2	i	1	-3	2	-0.1	i
38. CCOC(=O)c1cccc(NC(=O)CCS(=O)(=O)c2cccc3nsnc23)c1
 : 0	4	1	-20	i	-8	-2	2	-1.7	i
39. CC(C)(C)NC(=O)c1ccc(NC(=O)C2COc3ccccc3O2)cc1 (centres undefined)
 : 1	-2	-6	2	i	-2	4	-1	-2.0	i
40. CCOC(=O)N1CCN(C(=O)CSc2nc3c(c(=O)n2-c2ccccc2OC)SCC3)CC1
 : 3	7	2	-7	i	5	2	0	0.0	i
41. O=C(Nc1cc(-c2ccccc2)nn1C1CCCCC1)c1ccc(Cl)cc1
 : -2	-3	-1	6	i	-10	0	3	2.2	i
42. NC(=O)c1ccc(NC(=O)CCc2nc3sc4c(c3c(=O)[nH]2)CCCC4)cc1
 : 2	-1	8	2	i	-6	-2	0	0.5	i
43. Cc1c2c(cc3c1[nH]c1ccccc13)C=NCC2
 : 1	-2	65*	-33	i	-8	-6	-3	7.0	/
44. CCC(O)CNC(=O)CCc1nnc(C2(c3ccc(Cl)cc3)CCC2)o1 (centres undefined)
 : 0	-1	6	-1	i	-7	1	6	-0.3	i
45. CCCn1c(=O)c(F)cn(Cc2ccc(OC)c([N+](=O)[O-])c2)c1=O
 : 1	5	-2	-7	i	-11	-2	1	-1.7	i
46. Cc1c(NC(=O)CC2CC(C)OC2=O)c(=O)n(-c2ccccc2)n1C (centres undefined)
 : 1	-2	0	1	i	-2	-2	-3	-1.5	i
47. CC(NC(=O)CCC(=O)c1ccc(F)cc1)C1CC2CCC1C2 (centres undefined)
 : 0	-6	1	1	i	9	-1	7	-0.8	i
48. Cc1ccc(NC(=O)C(=O)c2c(-c3ccccc3)cc3ccccn23)cc1S(=O)(=O)N1CCOCC1
 : -3	6	-2	-12	i	-13	3	-4	1.1	i
49. Cc1cc(C(=O)NCc2ccccc2F)c2ccccc2n1
 : 1	-7	-6	-2	i	-4	2	2	1.0	i
50. CN(C(=O)COC(=O)c1nc(-c2ccccc2)n(-c2ccccc2)n1)C1CCS(=O)(=O)C1 (centres undefined)
 : -1	3	5	-3	i	1	-5	0	-1.6	i
51. CC1CCCCC1NC(=O)CCS(=O)(=O)c1ccc2c(c1)NC(=O)CS2 (centres undefined)
 : -1	-1	-1	-1	i	-9	2	-2	-0.4	i
52. O=C(Nc1ccccc1)c1nn(-c2ccccc2)c(=O)cc1C(F)(F)F
 : 23	-2	2	-1	i	-8	2	-7	-0.5	/
53. C=CCn1c(COc2ccc(Cl)cc2)nnc1SCC(=O)NCC(=O)OCC
 : -1	-6	0	0	i	-5	0	-3	-1.5	i
54. COc1cc(OC)c(N(C)C(=O)c2cn(C)c(=O)c3cc(OC)c(OC)cc23)cc1Cl
 : -2	3	0	2	i	-7	3	-1	-0.9	i
55. COc1ccc(N(C)S(=O)(=O)c2cccc(C(=O)N3CCN(c4cccc(C)c4C)CC3)c2)cc1
 : 1	6	-4	8	i	-10	-1	2	5.5	i
56. CCOC(=O)C1CCN(C(=O)COC(=O)CSc2ccc(C(N)=O)cc2[N+](=O)[O-])CC1
 : 4	-1	0	-36	i	-2	-3	0	-1.4	i
57. O=C(COC(=O)c1ccc(O)cc1)Nc1ccc2c(c1)OCO2
 : -2	0	5	3	i	22	2	1	0.1	i
58. NC(=O)C1CCCN(C(=O)c2cccc(S(=O)(=O)N(Cc3ccccc3)c3ccccc3)c2)C1 (centres undefined)
 : 3	10	-6	2	i	-2	0	0	1.2	i
59. O=C(NCc1ccccc1)c1cc(=O)[nH]c2ccccc12
 : -6	-4	2	-3	i	-5	0	1	-1.1	i
